Diaph inh CS: inhibits diaphorase or chemically oxidizes, flagging diaphorase assay artifacts. diaphorase resazurin-to-resorufin fluorescence, NADH, 16 min; bacterial (C. kluyveri) enzyme, not human. inhibition, % at 20 µM. hit rate 0.69% among 190,000. AID 1217;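 active = primary screen inhibition at 20 µM above a set limit, cut at about 50% in these data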;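 note: plate controls were DMSO with full reaction for no effect and wells lacking NADH for full effect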
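System: Bacterial diaphorase enzyme (C. kluyveri) | Incubation: 16-min room-temperature incubation before reading | Benchmarks: No-NADH positive control and DMSO neutral control | Measured by: Resorufin fluorescence 544/590 nm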
PMI act satM6P: PMI (human) activation, high substrate; P34949; coupled PMI enzyme assay, resazurin fluorescence, 20 min; stronger effect = higher value; 1 = untreated enzyme, 0 = substrate-free blank; activation factor at 20 µM; hit rate 0.34% among 190,000;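 active = activation factor of 2 or more at 20 µM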
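assay system = human phosphomannose isomerase with PGI, G6PDH, diaphorase coupling enzymes | quantity = 15 ng/mL PMI | incubation = enzyme reaction with compound 20 min at room temperature | medium = HEPES pH 7.4 buffer with MgCl2 and Tween-20 | compound dosing = one concentration, 20 µM, in 1% DMSO | measured by = Diaphorase-driven resazurin-to-resorufin fluorescence, excitation 544, emission 590 nm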
SRC2 TRFRET art: counter-screen for PPARgamma SRC-2 recruitment agonists: TR-FRET artefact; hit rate 0.4% among 200,000; stronger effect = higher value; TR-FRET ratio at 8 µM; in the data active = TR-FRET ratio above about 2000; note: inactives centre near 1500
ROMK mod: modulators of human ROMK potassium channel; hit rate 2% among 130,000; Tet-inducible ROMK, thallium flux fluorescence; actives lie on both sides; P48048; B-score at 10 µM; AID 1918;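 active = signal ratio slope over the read window, or its plate-corrected B-score, at least 3 SD from the plate mean, either direction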;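 note: B-score of the F/F0 ratio slope over 7 to 12 s after thallium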
S1P3 antag: blocks the human S1P3 receptor; Q99500; CHO S1P3 NFAT-BLA reporter, FRET fluorescence, antagonist mode; inhibition, % at 4.98 µM; hit rate 0.27% among 170,000; AID 485;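 active = inhibition above the plate cutoff, the mean inhibition of test wells on that plate plus 3 SD, cut at about 28% in these data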;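 note: cells challenged with S1P at its EC80 of 0.8 µM; blue over green emission ratio from cleaved BLA substrate after 4 h stimulation; 0% = S1P-stimulated wells and 100% = unstimulated DMSO-only wells; some compounds past the cut are filed as inactive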
Target sequence (Q99500 whole entry, looked up): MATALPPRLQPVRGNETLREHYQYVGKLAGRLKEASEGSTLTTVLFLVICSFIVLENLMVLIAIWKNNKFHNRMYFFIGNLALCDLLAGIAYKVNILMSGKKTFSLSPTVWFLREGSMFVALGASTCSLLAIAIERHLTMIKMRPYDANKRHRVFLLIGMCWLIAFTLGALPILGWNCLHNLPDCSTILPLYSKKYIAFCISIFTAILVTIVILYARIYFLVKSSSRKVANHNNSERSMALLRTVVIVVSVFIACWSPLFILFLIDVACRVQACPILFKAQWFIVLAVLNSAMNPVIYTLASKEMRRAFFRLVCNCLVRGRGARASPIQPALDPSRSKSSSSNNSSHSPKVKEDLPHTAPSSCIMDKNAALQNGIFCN
PPARg SRC1 recr: agonists of human PPARgamma SRC-1 coactivator recruitment; P37231; PPARgamma-SRC-1 coactivator recruitment biochemical assay; activation, % at 8 µM; hit rate 0.41% among 200,000; in the data active = activation above about 19%;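 note: 0% = DMSO and 100% = reference agonist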
Target sequence (P37231 whole entry, looked up): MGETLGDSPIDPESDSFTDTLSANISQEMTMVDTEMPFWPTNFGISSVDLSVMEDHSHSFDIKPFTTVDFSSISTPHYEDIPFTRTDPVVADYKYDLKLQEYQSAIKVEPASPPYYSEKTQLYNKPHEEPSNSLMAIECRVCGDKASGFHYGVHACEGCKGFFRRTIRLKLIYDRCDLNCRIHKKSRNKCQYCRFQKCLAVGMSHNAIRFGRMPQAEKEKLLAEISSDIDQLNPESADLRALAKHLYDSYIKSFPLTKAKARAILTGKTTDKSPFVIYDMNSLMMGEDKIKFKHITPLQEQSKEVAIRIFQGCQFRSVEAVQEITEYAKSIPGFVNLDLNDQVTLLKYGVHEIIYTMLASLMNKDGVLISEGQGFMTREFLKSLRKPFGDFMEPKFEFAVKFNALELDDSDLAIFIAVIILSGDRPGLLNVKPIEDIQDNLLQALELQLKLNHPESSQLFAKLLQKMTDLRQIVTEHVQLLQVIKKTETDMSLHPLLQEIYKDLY
PMI activator: increases human mannose-6-phosphate isomerase activity | P34949 | purified human PMI, coupled resazurin fluorescence, 20 min; stronger effect = higher value; 1 = vehicle control, 0 substrate-free wells | activation factor at 20 µM | hit rate 0.005% among 190,000;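 active = activation factor of 2 or more at 20 µM, relative to plate controls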
G6PDH counter: counter-screen for G6PDH assay hits: L. mesenteroides G6PDH inhibition | inhibition, % at 5 µM | Purified L. mesenteroides G6PDH, diaphorase/resazurin coupled fluorescence, 45 min | hit rate 0.12% among 200,000; in the data active = inhibition above about 50%
PPARg SRC3 recr: promotes SRC-3 coactivator recruitment by human PPARgamma; P37231; biochemical PPARgamma/SRC-3 coactivator recruitment assay; activation, % at 8 µM; hit rate 0.26% among 200,000; AID 731; in the data active = activation above about 23%;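 note: 0% = DMSO and 100% = reference agonist; some compounds past the cut are filed as inactive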
PPARg SRC2 recr: agonists of SRC-2 recruitment by human PPARgamma; P37231; PPARgamma LBD-SRC-2 recruitment, biochemical; activation, % at 8 µM; hit rate 0.34% among 200,000; AID 1032; in the data active = activation above about 22%;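 note: 0% = vehicle and 100% = reference agonist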
Diaph act CS: activates diaphorase or chemically reduces, flagging diaphorase assay artifacts; Diaphorase/resazurin coupled assay, resorufin fluorescence, 16 min; stronger effect = higher value; 1 = vehicle wells, 0 = NADH-free wells; activation factor at 20 µM; hit rate 0.005% among 190,000; AID 1229;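 active = diaphorase activity raised at least twofold by the compound at 20 µM; inactive = activation factor below 2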
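Material: Purified diaphorase enzyme from Clostridium kluyveri | Buffer or medium: 50 mM HEPES pH 7.4 with 4.542 mM MgCl2, 0.005% Tween 20 | Times: 16 min enzyme reaction, ambient temperature | Signal: Red resorufin fluorescence at 544/590 nm excitation/emission | Measure: Increased resorufin signal from activators or reducing compounds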
* hit, by the source's call; . = not tested or not shown. Compounds as they come; 3.3% or so of the library scored in one or more.

#1 CCCN(CC1CC1)C(=O)CSc1nnc(-c2ccco2)n1N
#2 COc1ccc(NC(=O)Cc2cccs2)c(OC)c1
#3 O=C(Nc1nc(-c2ccc(S(=O)(=O)N3CCCCCC3)cc2)cs1)c1ccccc1
#4 CCN(c1ccccc1)S(=O)(=O)c1ccc(Cl)c(C(=O)N(CC2CCCO2)C2CCS(=O)(=O)C2)c1 (centres undefined)
#5 C=CCN=C1CC(C)(C)CC(=O)/C1=C(/O)CCC(=O)OC
#6 Cc1c(C(=O)Nc2cccc(N(C)S(C)(=O)=O)c2)cccc1[N+](=O)[O-]
#7 Cc1ccc(N2C(=O)CC(NCC3CCCO3)C2=O)cc1 (centres undefined)
#8 NS(=O)(=O)c1ccc(CCNC(=O)c2ccc3nc4ccc(Cl)cc4c(=O)n3c2)cc1
Screen / compound no.	1	2	3	4	5	6	7	8
Diaph inh CS	-5	22	16	-12	8	10	15	11
PMI act satM6P	1	0.8	1	1.1	1	0.9	0.9	1.2
SRC2 TRFRET art	1837	1591	2426*	1667	1572	1874	1493	1478
ROMK mod	-0.36	.	0.79	-0.58	0.073	1.5	-0.49	-0.021
S1P3 antag	-18	1	.	-10	-3	-14	-10	-3
PPARg SRC1 recr	2	-3	21*	6	13	13	1	3
PMI activator	1.1	0.9	0.9	1	0.9	0.8	0.9	1.1
G6PDH counter	7	0	1	8	6	9	5	-2
PPARg SRC3 recr	2	-3	8	2	6	3	-2	1
PPARg SRC2 recr	4	5	15	2	0	9	3	2
Diaph act CS	1	0.8	0.8	1.1	0.9	0.9	0.8	0.9

#9 O=C(c1ccc(Cl)c([N+](=O)[O-])c1)N1CCN(Cc2ccc3c(c2)OCO3)CC1
#10 c1cnc(Oc2ccc3oc4ccccc4c3c2)nc1
#11 c1ccc(CCc2nn3c(Cn4cnc5ccccc54)nnc3s2)cc1
#12 CCOC(=O)c1c(NC(=O)CN2CCN(C(=O)c3ccco3)CC2)sc(C(N)=O)c1C
#13 CCOC(=O)CS(=O)(=O)c1ccc2ccccc2c1
#14 Cc1ccc(CNC(=O)C(=O)NCC2OCCN2C(=O)c2cccs2)cc1 (centres undefined)
#15 CCn1c(C)c2c([n+]1CC)CC(C)(C)CC2=O
#16 O=C(O)/C=C/c1ccc(-c2cccc(C(F)(F)F)c2)o1
Screen / compound no.	9	10	11	12	13	14	15	16
Diaph inh CS	-7	14	7	20	11	12	8	7
PMI act satM6P	1	0.9	0.9	0.9	1.1	1	0.9	1.2
SRC2 TRFRET art	1687	1501	1500	1730	1576	1415	1367	1417
ROMK mod	0.18	-0.19	.	0.56	-0.04	.	1.6	0.23
S1P3 antag	9	-16	21	2	.	-13	.	-14
PPARg SRC1 recr	4	2	3	-1	-1	3	4	0
PMI activator	1	0.9	0.5	1	1	1	0.9	1.2
G6PDH counter	5	-20	3	0	-4	3	-1	5
PPARg SRC3 recr	1	-5	16	1	-10	0	5	1
PPARg SRC2 recr	1	-9	10	2	13	-3	2	11
Diaph act CS	1.1	0.9	0.9	0.8	0.9	0.9	0.9	0.9

#17 O=C(/C=C/Nc1ccccc1)c1ccc(Oc2ncccn2)cc1
#18 Cc1csc2nc(CNS(=O)(=O)c3ccc(-c4ccccc4)cc3)cn12
#19 CC1(C)C(=O)C2(CCCCC2)C(=O)OC1c1cccn1-c1ccc([N+](=O)[O-])cc1 (centres undefined)
#20 CCCCNC(=O)c1cc2c(=O)n3cccc(C)c3nc2n1C
#21 O=C(C1CCN(S(=O)(=O)c2ccc3ccccc3c2)CC1)N1CCN(c2ncccn2)CC1
#22 COc1cc(OC)cc(-c2n[nH]c(=S)n2-c2ccc3c(c2)OCO3)c1
#23 CC(C)CN(/C=N/c1sc2c(c1C#N)CCCCC2)CC(C)C
#24 CSc1nn(CCc2ccncc2)c(=S)s1
Screen / compound no.	17	18	19	20	21	22	23	24
Diaph inh CS	7	10	9	14	5	18	20	-7
PMI act satM6P	1	1.1	1	0.9	1	1	1	1.2
SRC2 TRFRET art	1821	1671	1504	.	1525	1820	1556	1539
ROMK mod	.	.	.	.	1.4	0.66	0.015	.
S1P3 antag	.	2	-3	-9	-13	-6	.	5
PPARg SRC1 recr	4	5	3	.	3	13	1	5
PMI activator	0.9	1	1	0.9	1	1.1	1	1.2
G6PDH counter	8	5	-10	1	19	4	3	4
PPARg SRC3 recr	11	2	-3	.	13	13	1	-4
PPARg SRC2 recr	6	3	4	.	3	21	-4	5
Diaph act CS	0.9	0.9	0.9	0.9	0.9	0.8	0.8	1.1

#25 Cc1cc(C)nc(-n2c(Nc3ccccc3)cc(=O)c3c(C)n(-c4ccccc4)c(=O)nc32)n1
#26 Cn1c(=O)n(C)c2cc(S(=O)(=O)N3CCCc4ccccc43)ccc21
#27 COC(=O)C1=C(C)n2nnnc2NC1c1cc2ccccc2o1 (centres undefined)
#28 Fc1cccc2ncnc(OCc3ccccc3)c12
#29 COc1ccc(CCNCc2ccc(OCC(=O)N3CCCCC3)c(OC)c2)cc1OC
#30 O=C(OCN1C(=O)c2ccccc2C1=O)/C(=C\c1ccco1)NC(=O)c1ccccc1
#31 O=C(c1ccco1)N1CCN(C(=O)c2cc3c(=O)oc4ccccc4c3s2)CC1
#32 CC(=O)Nc1ccc(S(=O)(=O)Nc2ccc(C)c([N+](=O)[O-])c2)cc1
Screen / compound no.	25	26	27	28	29	30	31	32
Diaph inh CS	.	11	16	-10	-24	9	10	28
PMI act satM6P	.	1	1	1.1	1	1	1	1
SRC2 TRFRET art	1550	1595	1363	1532	1573	1729	1487	1658
ROMK mod	.	.	.	-0.66	0.23	0.32	.	-0.46
S1P3 antag	-9	-11	-31	-17	-11	.	-11	-5
PPARg SRC1 recr	-5	-1	6	0	8	6	11	-2
PMI activator	.	1	1	1.1	1.1	1	1	-0.1
G6PDH counter	.	4	0	4	5	9	0	6
PPARg SRC3 recr	1	-9	-2	4	1	6	-3	1
PPARg SRC2 recr	0	9	4	0	0	6	-4	-8
Diaph act CS	.	0.9	0.8	1.1	1.2	0.9	0.9	0.7

#33 CCCc1nc(SCC(=O)c2ccc(OC)cc2)c2ccccc2n1
#34 O=C(CN1CCCc2ccccc21)NCc1ccccc1Cl
#35 O=C(Cc1ccc2c(c1)CCCC2)Nc1ccccc1Br
#36 CC12CCC(C(=O)Nc3ccc(SC(F)F)cc3)(CC1=O)C2(C)C (centres undefined)
Screen / compound no.	33	34	35	36
Diaph inh CS	7	9	15	16
PMI act satM6P	1	1.2	0.9	0.8
SRC2 TRFRET art	1637	1581	1578	1344
ROMK mod	-0.68	-0.6	0.11	0.11
S1P3 antag	16	8	.	.
PPARg SRC1 recr	5	10	2	5
PMI activator	0.9	1.1	1	0.8
G6PDH counter	4	7	4	3
PPARg SRC3 recr	7	-2	5	4
PPARg SRC2 recr	2	4	6	-3
Diaph act CS	0.9	0.9	0.8	0.8

Grouped by structure, the compounds so far containing four or more nitrogen atoms
#1 CCCN(CC1CC1)C(=O)CSc1nnc(-c2ccco2)n1N
#8 NS(=O)(=O)c1ccc(CCNC(=O)c2ccc3nc4ccc(Cl)cc4c(=O)n3c2)cc1
#11 c1ccc(CCc2nn3c(Cn4cnc5ccccc54)nnc3s2)cc1
#12 CCOC(=O)c1c(NC(=O)CN2CCN(C(=O)c3ccco3)CC2)sc(C(N)=O)c1C
#20 CCCCNC(=O)c1cc2c(=O)n3cccc(C)c3nc2n1C
#21 O=C(C1CCN(S(=O)(=O)c2ccc3ccccc3c2)CC1)N1CCN(c2ncccn2)CC1
#25 Cc1cc(C)nc(-n2c(Nc3ccccc3)cc(=O)c3c(C)n(-c4ccccc4)c(=O)nc32)n1
#27 COC(=O)C1=C(C)n2nnnc2NC1c1cc2ccccc2o1 (centres undefined)
Screen / compound no.	1	8	11	12	20	21	25	27
Diaph inh CS	-5	11	7	20	14	5	.	16
PMI act satM6P	1	1.2	0.9	0.9	0.9	1	.	1
SRC2 TRFRET art	1837	1478	1500	1730	.	1525	1550	1363
ROMK mod	-0.36	-0.021	.	0.56	.	1.4	.	.
S1P3 antag	-18	-3	21	2	-9	-13	-9	-31
PPARg SRC1 recr	2	3	3	-1	.	3	-5	6
PMI activator	1.1	1.1	0.5	1	0.9	1	.	1
G6PDH counter	7	-2	3	0	1	19	.	0
PPARg SRC3 recr	2	1	16	1	.	13	1	-2
PPARg SRC2 recr	4	2	10	2	.	3	0	4
Diaph act CS	1	0.9	0.9	0.8	0.9	0.9	.	0.8

Screening data: PubChem BioAssay, several laboratories
